# FXIIa inh: inhibitors of human coagulation factor XIIa; AID 701; inhibition, % at 10 µM; hit rate 0.2% among 33,000; P00748; purified human FXIIa, AMC substrate fluorescence, 2 h; in the data active = inhibition above about 30%;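 note: 0% = enzyme with vehicle only and 100% = no enzyme blank; many of its hits are not listed in these tables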
# Target sequence (P00748 20-372 limits assumed): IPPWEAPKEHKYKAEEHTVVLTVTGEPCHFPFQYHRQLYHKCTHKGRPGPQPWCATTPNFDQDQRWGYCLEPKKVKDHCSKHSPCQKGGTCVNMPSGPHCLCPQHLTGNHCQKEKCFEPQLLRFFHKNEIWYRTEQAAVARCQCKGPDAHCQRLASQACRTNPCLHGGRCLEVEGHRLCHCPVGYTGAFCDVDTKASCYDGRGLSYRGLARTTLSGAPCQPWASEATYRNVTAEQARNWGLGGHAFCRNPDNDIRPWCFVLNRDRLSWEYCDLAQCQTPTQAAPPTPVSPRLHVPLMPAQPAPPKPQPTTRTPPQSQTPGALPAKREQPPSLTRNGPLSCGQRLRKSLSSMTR
# Target sequence (P00748 373-615 limits assumed): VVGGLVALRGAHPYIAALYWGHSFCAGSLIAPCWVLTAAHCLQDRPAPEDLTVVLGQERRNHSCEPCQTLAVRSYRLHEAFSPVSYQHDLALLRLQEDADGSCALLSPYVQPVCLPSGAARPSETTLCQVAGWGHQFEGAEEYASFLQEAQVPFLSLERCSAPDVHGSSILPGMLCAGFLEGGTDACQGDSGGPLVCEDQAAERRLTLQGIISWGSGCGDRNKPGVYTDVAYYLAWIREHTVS
# FXIa single inh: inhibitors of human coagulation factor XIa | purified human FXIa, fluorogenic AMC substrate cleavage | hit rate 0.3% among 33,000 | P03951 | inhibition, % at 10 µM;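 active = inhibition above 40% in the primary screen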;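 note: 0% = enzyme without compound and 100% = blank wells lacking enzyme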
# * marks the source's active call; other numbers are inactive results.
SMILES,FXIIa inh,FXIa single inh
Cc1ccc2c(c1)N(CC(=O)N(Cc1ccccn1)Cc1ccco1)C(=O)C(C(C)C)O2 (stereo not drawn),-14.9,4.2
COc1ccc(-c2nnc(SCC(=O)N3CCCC3)o2)cc1OC,-0.1,-5.0
CS(=O)(=O)N(Cc1ccccc1)c1ccc(C(=O)NCC2CCCO2)cc1 (stereo not drawn),-12.4,26.8
CNC(=O)COC(=O)c1cc2c(C)nn(-c3ccc(F)cc3)c2s1,2.9,5.2
Cc1nc2ccccc2c(=O)n1CCCn1ccnc1,4.2,2.2
CC(C)Cn1c(-c2cccs2)nc2ccccc21,3.6,-2.4
CC(C)(NC(=O)N1CCOCC1)c1cccc(C(C)(C)NC(=O)N2CCOCC2)c1,1.7,1.9
Cc1cc(C)c2nc(SC(C)C#N)cc(C)c2c1 (stereo not drawn),5.4,7.7
CC1CC(C)(C)N2C(=O)C3(Nc4ccccc4S3)c3cccc1c32 (stereo not drawn),5.6,8.5
CN(CCO)CC(O)Cn1cnc2c1c(=O)n(C)c(=O)n2C (stereo not drawn) (tested in a mixture with another compound),4.0,6.0
O=C(Nc1cccc(O)c1)c1cnn2cccnc12,0.1,-2.6
COc1cc(CNC(C)(C)CO)ccc1OCC(=O)Nc1ccc(Br)cc1,-0.9,-4.6
N#CCCn1nc(-c2ccccc2)cc1Nc1ccccc1NC(=O)c1cccs1,0.7,11.1
COC(=O)c1ccc(CSc2nnnn2-c2ccc(C)cc2C)o1,2.3,0.2
COC(=O)C1=C(C)N(c2ccc(F)c(Cl)c2)C(=O)C1,5.0,0.0
CCC(C)[C@H](NC(=O)NCCCc1ccccc1)C(=O)OC (stereo partly drawn),0.6,-7.8
Cc1cc2nnc(SCC(=O)N3CCN(c4ccccc4)CC3)n2c(N)n1,-16.2,22.9
CCOc1cc(C2C(C(=O)c3ccc(C)cc3)=C(C(=O)OC)Nc3nnnn32)ccc1O (stereo not drawn),1.5,4.0
O=C(Nc1ccccc1Cl)c1cccc(NC(=O)C2C3CC4OC(=O)C2C4C3)c1 (stereo not drawn),-12.9,-13.0
CC(C)(C)N1CC(c2nc3ccccc3n2Cc2ccccc2)CC1=O (stereo not drawn),-14.8,22.1
COCCNC(=O)CC(NS(=O)(=O)c1ccc(NC(C)=O)cc1)C(C)C (stereo not drawn),14.7,1.6
C=CCn1c(=O)c2ccccc2n2c(SCC(N)=O)nnc12,5.6,-9.2
O=C(NCc1ccc2c(c1)OCO2)c1ccc2c(c1)OCCO2,10.3,1.8
Cc1cc(OCC(=O)Nn2cnnc2)ccc1Br,3.5,-1.2
CCNc1sc(C(=O)c2cccs2)c(N)c1-c1nc2ccccc2s1,-2.6,-1.7
COc1cccc(C(=O)N2CCN(C3CCN(Cc4ccccc4)CC3)CC2)c1,6.7,-9.9
COc1cccc(C(C(=O)NCc2ccco2)N(Cc2ccco2)C(=O)Cn2nnc3ccccc32)c1 (stereo not drawn),6.5,0.9
Cc1snc(S(=O)(=O)/C(C#N)=N/Nc2ccc(C(F)(F)F)cc2)c1C#N,5.5,6.2
CCC(CC)c1nnc(NC(=O)CN2C(=O)C3C4C=CC(C4)C3C2=O)s1 (stereo not drawn),5.9,1.4
O=C(CN1CCOCC1)Nc1ccc(OCc2ccccc2)cc1,8.3,8.0
[O-][n+]1onc2c3ccnnc3ccc21,6.3,-0.4
CN(C)S(=O)(=O)c1cccc(C(=O)Nc2ccccc2Cl)c1,-3.4,0.2
Nc1c(C(=O)Nc2ccc(Cl)cc2)oc2ccccc12,-6.3,0.6
CC(=O)Nc1sc2c(c1C(c1cccs1)N1CCOCC1)CCCC2 (stereo not drawn),4.8,-4.9
CCOc1cc(N2CCOCC2)c(OCC)cc1NC(=O)COc1ncnc2ccccc12,1.6,-3.5
COc1ccc(N2C(N)=NC(N)=NC2(C)C)cc1,8.8,-2.0
O=C(CSCc1nc2ccccc2[nH]1)N1CCN(c2ccc(F)cc2)CC1,6.0,-1.4
CN1c2ccccc2-c2nc3ccccc3n2C1c1ccccn1 (stereo not drawn),-9.8,4.5
c1ccc(CCNc2nnnn2-c2ccccc2)cc1,9.1,8.0
Cc1noc(C)c1CSc1nnc2ccccn12,-2.0,-10.3
CCOc1cccc2cc(-c3csc(NC(=O)CCC(=O)N4CCC(C)CC4)n3)c(=O)oc12,-28.3,-4.3
Cc1c(Br)cccc1NC(=O)c1sccc1-n1cccc1,1.8,-6.2
NC(N)=N/N=C/c1ccccc1,6.6,-6.6
Cc1ccc(C(=O)OCC(=O)Nc2ccccc2C(F)(F)F)cc1S(=O)(=O)N1CCOCC1,7.0,2.1
C=CCN(Cc1cccc(OC)c1OC)S(=O)(=O)N(C)C,5.5,-1.1
O=C(CCc1ccc(S(=O)(=O)N2CCOCC2)cc1)Nc1nccs1,1.6,-8.0
Cc1ccc(S(=O)(=O)Nc2c3ccccc3nc(=O)n2-c2ccccc2)cc1,0.6,14.0
COc1ccc(N2CCN(C(=O)CCCn3c(=O)[nH]c4ccsc4c3=O)CC2)cc1,5.2,0.5
CN(C)S(=O)(=O)N1CCN(c2ccccc2Cl)CC1,4.3,10.0
CCOC(=O)C1CCN(C(=O)c2cccnc2Cl)CC1,4.5,13.2
# Going on with the list:
SMILES,FXIIa inh,FXIa single inh
O=C(CSc1nnc(-c2ccc(Br)cc2)o1)Nc1cccc2ccccc12,5.2,0.2
COC(=O)c1sccc1NC(=O)c1cccc(OC)c1,5.0,11.1
Cc1c(O)ccc(C(=O)CN2C(=O)c3ccccc3C2=O)c1O,5.9,58.8*
COCc1nnc(NC(=O)CCN2C(=O)c3ccccc3C2=O)s1,5.3,-0.3
CC1=C(C(=O)Nc2ccccc2)C(c2ccc(C)o2)n2c(s/c(=C/c3ccccc3)c2=O)=N1 (stereo not drawn),0.7,4.1
CCOC(=O)CSc1nnc(NCC(=O)OC)c(=O)[nH]1,-9.0,16.0
Cc1noc(C)c1S(=O)(=O)N1CCC(C(=O)Nc2ccccn2)CC1,-11.1,-12.2
CCCCCCC1CCC(C(=O)NC(CCSC)C(=O)NC(C(=O)OC)C(C)C)CC1 (stereo not drawn),-11.5,24.2
CCCCN1C(=O)NC(NC(=O)c2ccco2)(C(F)(F)F)C1=O (stereo not drawn),5.5,-13.8
COc1cccc(-n2c(SCC(=O)OC(C)C)nnc2-c2cccnc2)c1,-2.9,-8.3

# FXIa single inh: entries above that show a hit
SMILES,FXIIa inh,FXIa single inh
Cc1c(O)ccc(C(=O)CN2C(=O)c3ccccc3C2=O)c1O,5.9,58.8*

# Four entries drawn at random from the list so far:
SMILES,FXIIa inh,FXIa single inh
Cc1c(O)ccc(C(=O)CN2C(=O)c3ccccc3C2=O)c1O,5.9,58.8*
CC1=C(C(=O)Nc2ccccc2)C(c2ccc(C)o2)n2c(s/c(=C/c3ccccc3)c2=O)=N1 (stereo not drawn),0.7,4.1
Cc1noc(C)c1S(=O)(=O)N1CCC(C(=O)Nc2ccccn2)CC1,-11.1,-12.2
CCCCN1C(=O)NC(NC(=O)c2ccco2)(C(F)(F)F)C1=O (stereo not drawn),5.5,-13.8

# Following part
SMILES,FXIIa inh,FXIa single inh
COCCN(C(=O)Nc1ccc(OC)cc1OC)C1CCN(C(C)=O)CC1,5.7,3.2
CCN(c1cccc(C(F)(F)F)c1)S(=O)(=O)c1ccc2c(c1)CCN2C(C)=O,1.8,2.7
NS(=O)(=O)c1ccc(NC=C2C(=O)OC3(CCCCC3)OC2=O)cc1,4.2,0.3
Fc1ccc(Nc2nc(Oc3ccccc3F)nc(N3CCCC3)n2)cc1,4.0,-2.9
COC(=O)c1ccc(S(=O)(=O)N2C3CCC2CC(NC(=O)C2CC2)C3)cc1 (stereo not drawn),8.4,3.0
CCc1cccc(C)c1N(C(=O)Cn1c(CO)nc2ccccc21)C(C)COC (stereo not drawn),2.6,20.8
CNC(=O)c1nnc(Cc2ccc(Cl)cc2)o1,2.0,2.0
CCCCN1C(=S)SC(C)(C)C1/[N+]([O-])=C/c1cccnc1 (stereo not drawn),2.7,-1.9
CCSc1nnc(-c2ccc(S(=O)(=O)NCc3cccs3)cc2)o1,-15.0,1.4
CCC(C)(C)n1nnnc1C(c1ccc(OC)c(OC)c1)N1CCN(c2ccc(OC)cc2)CC1 (stereo not drawn),1.0,13.2
CCCn1c(CCC(=O)Nc2ccccc2Cc2ccccc2)nc2cc(S(=O)(=O)N3CCOCC3)ccc21,4.8,2.3
CCC(CO)n1c(SCc2cc(=O)oc3cc(C)ccc23)nc2ccccc2c1=O (stereo not drawn),4.6,-9.2
COc1ccc(OC)c(S(=O)(=O)Nc2c(F)cccc2F)c1,6.6,-6.2
CCn1c(=O)cc(SCC(=O)Nc2ccc(OC)c(OC)c2)c2ccccc21,3.1,4.7
CCOc1ccc(-c2noc(CCCC(N)=O)n2)cc1OC,5.4,0.3
O=C(CSc1nnc(-c2ccccc2)o1)Oc1ccc(Br)cc1,13.6,-0.6
O=C(CCSCCc1ccccn1)Nc1ccc(Br)cn1,-2.2,-1.0
O=C(CCC(=O)OCC(=O)c1ccc(F)cc1)NC1CCCCC1,4.3,-8.3
CN(C)S(=O)(=O)c1cccc(NC(=O)Cn2cnc3ccccc3c2=O)c1,10.1,0.3
Cn1cnnc1SC(C(=O)Nc1cc(Cl)cc(Cl)c1)c1ccccc1 (stereo not drawn),7.9,-4.5
COc1cccc(C(O)c2nc3ccccc3n2C(C)C)c1 (stereo not drawn),7.2,-1.1
O=c1ccc(/C=C/c2ccccc2)nn1Cc1ccc(Cl)cc1Cl,7.7,-4.0
N#Cc1nc(COc2ccccc2)oc1N1CCN(c2cccc(Cl)c2)CC1,4.8,1.3
CCN(CC)c1nc(C)c(C(C)=O)cc1C#N,4.2,13.2
COC(=O)c1cc2sc(Cl)cc2n1CC(=O)NCCC(C)C,-1.0,-7.5
COc1ccc(C(=O)O)cc1S(=O)(=O)Nc1cccc(C(F)(F)F)c1,-2.4,-2.7
CCS(=O)(=O)NC(C)C(c1cccs1)N1CCN(c2ccc(F)cc2)CC1 (stereo not drawn),-15.0,-9.8
O=C(CCN1CCc2ccccc2C(c2ccccc2)C1)c1ccc2c(c1)OCCO2 (stereo not drawn),7.1,3.8
COc1ccc(C)cc1NC(=O)CC(O)(C(F)(F)F)C(F)(F)F,1.6,-2.0
CCCc1nc(SCc2ccc(Cl)cc2Cl)n[nH]1,8.8,-6.6

# Reprinted from the part before: 5 compounds, then new ones.
SMILES,FXIIa inh,FXIa single inh
COc1ccc(C(=O)O)cc1S(=O)(=O)Nc1cccc(C(F)(F)F)c1,-2.4,-2.7
CCS(=O)(=O)NC(C)C(c1cccs1)N1CCN(c2ccc(F)cc2)CC1 (stereo not drawn),-15.0,-9.8
O=C(CCN1CCc2ccccc2C(c2ccccc2)C1)c1ccc2c(c1)OCCO2 (stereo not drawn),7.1,3.8
COc1ccc(C)cc1NC(=O)CC(O)(C(F)(F)F)C(F)(F)F,1.6,-2.0
CCCc1nc(SCc2ccc(Cl)cc2Cl)n[nH]1,8.8,-6.6
Cc1cc(N2CCCC2)ccc1/C=N/n1cnnc1,-9.3,-12.9
CC(C)n1c(Sc2nccn2C)nc2c1c(=O)n(C)c(=O)n2C,3.7,2.8
CCC(Sc1nc2sc(C(=O)OC)c(C)c2c(=O)n1N)C(=O)N(CC)CC (stereo not drawn),1.2,4.0
CCc1ccc(NC2=CC(=O)CC(c3ccco3)C2)cc1 (stereo not drawn),8.4,1.9
Cc1ccc(NC(=O)Cc2nn(C)c(=O)c3ccccc23)cc1F,4.4,0.2
O=C(Nc1cccc(Cl)c1)Nc1ccccc1C(=O)NCc1ccco1,8.9,-4.0
Cc1ccc(OCc2nnc(SCC(=O)Nc3cccc4ccccc34)n2-c2ccccc2)cc1,4.2,8.1
Cc1ccc(N(CN2C(=O)C3CC=CCC3C2=O)C(=O)c2ccco2)cc1Cl (stereo not drawn),-10.3,-3.3
C=C1c2cc(OC)ccc2NC(=O)N1CC,6.3,6.7
CN(C)S(=O)(=O)N1CCN(S(=O)(=O)c2ccc3ccccc3c2)CC1,-3.0,-3.0
C=C(C)c1cccc(C(C)(C)NC(=O)N2CCCC2)c1,-17.6,32.2
CC(C)(C)NC(=O)C1CC(=O)OC1(C)C (stereo not drawn),11.8,-4.7
Cc1cccc(NC(=O)CSc2nnc(C)n2Cc2ccccc2)c1,-4.0,-1.4
CCOc1cc(S(=O)(=O)N(CC)CC)c(OCC)cc1-n1cnnn1,-5.1,-15.7
COC(=O)c1ccc(Sc2ccc(F)cc2)c(N)c1,1.6,1.9
CC(C)(C)Nc1nc(N2CCCC2)nc(N2CCCC2)n1,1.9,16.9
COc1ccc(C)cc1-n1nnnc1SCC(=O)c1cc(C)n(Cc2ccco2)c1C,10.2,0.2
CCn1c(SCC(=O)Nc2ccccc2)nc2c1c(=O)n(C)c(=O)n2C,3.4,0.5
CCCN(CCC)CCNC(=O)C1CC(=O)N(c2ccc(OC)cc2)C1c1ccc(OC)cc1 (stereo not drawn),2.9,10.2
CCCCCn1c(=O)c(C(=O)c2ccccc2)nc2ccccc21,7.7,3.8
CCOc1ccc(N2C(=O)CC(n3nc(C)cc3C)C2=O)cc1 (stereo not drawn),6.6,-3.9
CC1=C(C)CC(C(=O)NCCc2ccccc2)C(C(=O)O)C1 (stereo not drawn),6.6,0.0
COc1ccc(-n2c(SCCC(=O)O)nnc2-c2ccncc2)cc1,3.6,-0.5
C=CCC(NC(C)c1ccccc1)c1ccco1 (stereo not drawn),4.9,-8.5
Cc1ccc2nc(C(O)C(O)c3nc4ccc(C)cc4[nH]3)[nH]c2c1 (stereo not drawn),26.8,-5.6
O=C1c2ccccc2N2C(=O)c3ccccc3[C@H]2N1c1ccccc1,6.1,-9.9
Cc1ccc(N(CC(=O)Nc2cc(C)cc(C)c2)S(=O)(=O)c2cccc3nonc23)cc1,17.2,2.6
COc1ccc(C2=Nn3c(nnc3-c3ccco3)SC2)cc1,0.3,-7.1
COc1ccc(-c2nc(CSCC(=O)NCc3ccc4c(c3)OCO4)c(C)o2)cc1,4.0,-5.5
COc1ccc(CNC(=O)CN(Cc2ccc(Cl)cc2)S(=O)(=O)c2ccccc2)cc1,0.1,1.2
CC(=O)CSc1nc(N)c(C#N)c(-c2cccs2)c1C#N,5.2,-4.2
CC(C)(C)c1cn(-c2ccc(Cl)cc2)c(=S)[nH]1,-1.9,-9.8

# Screens as filed in PubChem BioAssay.

# An excerpt; the hit share may differ from the screen's.
